Assay outcomes deposited in PubChem BioAssay by several laboratories.
NCF1 inh: blocks human p47phox regulatory protein of NADPH oxidases. p47phox/p22phox peptide binding, fluorescence polarization, 2 h. inhibition, % at 24.7 µM. 0.53% of 220,000 active. P14598. AID 1274;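 active = inhibition above about 30%, limit read from the data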;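 note: 0% = p47phox with labelled peptide and 100% = labelled peptide alone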
Target sequence (P14598 whole entry, looked up): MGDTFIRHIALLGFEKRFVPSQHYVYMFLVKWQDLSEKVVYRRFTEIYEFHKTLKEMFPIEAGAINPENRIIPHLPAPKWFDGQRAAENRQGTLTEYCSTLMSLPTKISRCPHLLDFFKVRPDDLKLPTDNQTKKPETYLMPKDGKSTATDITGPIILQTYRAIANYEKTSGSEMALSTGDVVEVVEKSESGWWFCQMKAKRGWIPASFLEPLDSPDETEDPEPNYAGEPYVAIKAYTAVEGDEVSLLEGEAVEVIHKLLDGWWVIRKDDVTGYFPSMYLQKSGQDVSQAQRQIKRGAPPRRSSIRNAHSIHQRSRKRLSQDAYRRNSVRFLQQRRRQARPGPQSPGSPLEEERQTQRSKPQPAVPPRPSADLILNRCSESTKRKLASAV
Ba/F3 V617F tox: lowers viability of Ba/F3 cells expressing EpoR and JAK2V617F | ATP luminescence | inhibition, % at 5.6 µM | 1.1% of 220,000 active | AID 1446;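 active = inhibition above the campaign mean plus 3 SD over all tested compounds, cut at about 24% in these data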;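 note: cytokine-independent growth of Ba/F3 cells driven by EpoR plus mutant JAK2; 0% = DMSO-treated cells and 100% = JAK inhibitor I control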
PGE2 EP2 inh: blocks the human prostaglandin E2 receptor EP2; P43116; C6 glioma cells expressing human EP2, cAMP TR-FRET; cells stimulated with saturating PGE2; inhibition, % at 25 µM; 0.52% of 260,000 active; AID 1422;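 active = percent inhibition above 40 after rounding to a whole number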;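 note: rat C6 glioma host cells with rolipram phosphodiesterase inhibitor present; the protocol text gives 20 µM as final concentration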
p97 inhibitor: human p97 ATPase inhibition; recombinant p97 ATPase, Kinase-Glo ATP luminescence, 3 h; AID 1481; inhibition, % at 8 µM; P55072; 0.42% of 220,000 active; in the data active = inhibition above about 15%;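 note: 0% = DMSO vehicle and 100% = wells lacking enzyme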
Furin inh: human furin inhibition | P09958 | purified furin, fluorogenic substrate cleavage | inhibition, % at 30 µM | 0.061% of 220,000 active | AID 463115; in the data active = inhibition above about 25%; note: inactives centre near -15
Target sequence (P09958 108-714 limits assumed): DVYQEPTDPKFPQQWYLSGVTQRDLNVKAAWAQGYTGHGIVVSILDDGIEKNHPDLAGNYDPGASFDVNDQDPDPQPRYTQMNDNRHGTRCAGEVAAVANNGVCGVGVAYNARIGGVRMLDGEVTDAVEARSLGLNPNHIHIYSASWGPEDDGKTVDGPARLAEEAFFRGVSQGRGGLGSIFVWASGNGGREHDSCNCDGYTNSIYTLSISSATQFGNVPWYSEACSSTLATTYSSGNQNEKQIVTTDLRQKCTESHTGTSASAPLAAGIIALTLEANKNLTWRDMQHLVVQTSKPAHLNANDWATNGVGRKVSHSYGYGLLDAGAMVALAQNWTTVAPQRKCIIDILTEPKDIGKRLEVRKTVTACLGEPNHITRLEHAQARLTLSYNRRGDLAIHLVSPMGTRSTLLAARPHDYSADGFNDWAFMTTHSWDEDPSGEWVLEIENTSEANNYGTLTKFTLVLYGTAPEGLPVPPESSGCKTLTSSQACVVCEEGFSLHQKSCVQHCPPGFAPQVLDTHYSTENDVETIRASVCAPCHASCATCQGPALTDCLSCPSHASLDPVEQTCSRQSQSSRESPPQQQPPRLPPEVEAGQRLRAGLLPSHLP
Tb hexokinase: T. brucei hexokinase 1 inhibition; recombinant TbHK1, G6PDH-coupled NADH A340; inhibition, % at 10 µM; 0.11% of 220,000 active; AID 1430;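 active = inhibition of 50% or more in the single-dose primary screen; inactive = inhibition below 50%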
RBBP9 inh: human RBBP9 hydrolase inhibition; 0.2% of 220,000 active; recombinant RBBP9, FP-Rh probe fluorescence polarization; inhibition, % at 7.94 µM; O75884; AID 1515;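 active = inhibition above the campaign mean of all tested compounds plus 3 SD, cut at about 14% in these data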;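 note: plate controls were DMSO wells with RBBP9 for no effect and wells lacking RBBP9 protein for full effect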
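Test system: recombinant human RBBP9; Timing: 30 min then 45 min, 25 °C; Detection: fluorescence polarization; Control set: RBBP9 with DMSO as uninhibited control, no-protein wells as full inhibition; Compound dosing: one concentration, 7.94 µM nominal, 0.794% DMSO; Probe or stimulus: FP-Rh activity-based probe, 375 nM before mixing.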
BaF3 parental: parental Ba/F3 viability inhibition as JAK2V617F counter-screen. CellTiter-Glo ATP luminescence. 1.1% of 220,000 active. inhibition, % at 5.6 µM;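 active = inhibition above a per-campaign cutoff, the mean inhibition of all tested compounds plus 3 SD, cut at about 27% in these data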;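 note: 0% = DMSO wells and 100% = JAK Inhibitor I control wells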
PPC-1+TRAIL kill: kills PPC-1 cancer cells in the presence of TRAIL; 0.41% of 220,000 active; PPC-1 cells + TRAIL, ATPLite viability luminescence; AID 1443; cell killing (% activity), % at 4 µM;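 active = cell killing above 50% in the first pass at 4 µM, then a duplicate retest at 5 µM averaging 50% or more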;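 note: plate controls were cells with TRAIL plus DMSO for no effect and medium-only wells lacking cells for full effect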
Numbers without * were called inactive; . = not tested or not shown; + = active, no number; [ ] = another dose, or the depositor's remark. These rows are one share of the data; rates above refer to the full screens.

SMILES	NCF1 inh	Ba/F3 V617F tox	PGE2 EP2 inh	p97 inhibitor	Furin inh	Tb hexokinase	RBBP9 inh	BaF3 parental	PPC-1+TRAIL kill
Cc1noc(C)c1CSc1nc2ccccc2c(=O)n1-c1ccc(Cl)cc1	-7	2	8	5	-21[20 µM]	2	3	11	-24
COC(=O)c1nc(NC(=O)c2ccccc2Cl)n[nH]1	-1	0	4	3	-17[20 µM]	-4	1	4	-9
CC(Oc1ccc(-n2cnnn2)cc1)C(=O)O (stereo not given)	1	0	6	2	-19	-2	-3	4	-7
COc1ccc(/C=N/NC(=O)c2nn(-c3ccc(C)c(C)c3)c(=O)c3ccccc23)cc1	+	2	13	-4	-15[20 µM]	-15	-9	8	23
O=C(COc1ccc(S(=O)(=O)N2CCCC2)cc1)NCCC1=CCCCC1	-9	-1	24	-4	-21[20 µM]	-1	-3	5	-4
O=C(CS(=O)(=O)c1cn(Cc2ccccc2Cl)c2ccccc12)N1CCOCC1	-10	-5	6	6	-17[20 µM]	5	-2	-2	0
COc1ccccc1NC(=O)CSc1nnc(-c2ccc(NC(C)=O)cc2)n1C	-4	6	12	6	-13	1	-5	4	-2
O=[N+]([O-])c1ccc(N2CCOCC2)cc1O	-8	2	9	0	7	-16	-7	-2	17
O=C(CCN1C(=O)C2C3C=CC(C3)C2C1=O)N1CC(=O)N(CCc2ccccc2)C(=O)C1 (stereo not given)	6	1	12	-1	-25	-3	-8	6	-6
O=C(COc1ccc2ccccc2c1)N1CCN(C(=O)c2cccs2)CC1	5	-4	17	3	-16[20 µM]	2	-7	-3	17
COc1ccc(-c2nn3cnnc3s2)cc1OC	8	0	6	5	-18	-2	-3	3	5
O=C(CN1C(=O)COc2ccccc21)NCCCN1CCc2ccccc2C1	-10	1	8	1	-7[20 µM]	2	10	10	-1
CCOc1nc(-c2ccccc2Cl)nc2ccccc12	-6	-2	7	-1	-13	-13	-6	-3	8
CCCCOc1ccc(C(=O)NC)cc1	-12	0	5	-1	-26[20 µM]	3	-2	7	-8
S=c1[nH]nc(CSCc2ccccc2Cl)n1-c1ccccc1	-4	-5	14	1	-19	3	1	0	12
c1ccc2c(-c3nnc(SCc4cn5ccccc5n4)o3)c[nH]c2c1	-15	1	3	-1	1[20 µM]	-6	0	5	36
O=C(NCc1ccccc1)N(Cc1nc2ccccc2c(=O)[nH]1)C1CCCC1	-10	-2	11	10	-28	1	-4	3	12
CC(C)(C)NC(=O)c1cccnc1Sc1ccccc1	2	3	11	-2	-25	-2	-9	4	7
COc1ccc(NC(C)=O)cc1NC(=O)c1ccc(C#N)cc1	-16	-1	4	5	-38	-6	-4	7	4
Cc1ccc(Oc2nnc(-c3ccc(C)cc3)c3ccccc23)cc1	-3	5	2	-8	-15	-4	-10	7	10
O=C(CCN1C(=O)C2C3C=CC(C3)C2C1=O)Nc1ccccn1 (stereo not given)	-6	0	5	1	-9[20 µM]	0	-1	2	6
COc1ccc(O)c(C(=O)c2cc(SCC(=O)O)c3nc4sc5c(c4c(=O)n3c2)CCCC5)c1	-32	-3	10	-3	-6	-18	-24	-3	0
CCC1S/C(=N\S(=O)(=O)c2cccs2)N(C2CCCCC2)C1=O (stereo not given)	-8	-3	6	3	-13[20 µM]	5	3	0	9
CCN(CC)S(=O)(=O)c1cccc(-c2csc(C)n2)c1	-7	-3	11	-1	-16	-6	-8	-4	-6
CC1CCC(C(C)C)C(OP(=O)(c2ccccc2)C(O)c2ccncc2)C1 (stereo not given)	2	-6	6	3	-23	1	-10	3	.
SMILES	NCF1 inh	Ba/F3 V617F tox	PGE2 EP2 inh	p97 inhibitor	Furin inh	Tb hexokinase	RBBP9 inh	BaF3 parental	PPC-1+TRAIL kill
O=C(/C=C\c1cccs1)N1CCN(Cc2ccc3c(c2)OCO3)CC1	-9	0	11	-2	-22	-13	-5	5	11
CN1/C(=C/C2CC(=O)N(c3ccc([N+](=O)[O-])cc3)C2=O)C(C)(C)c2ccccc21 (stereo not given)	-33	2	2	-1	-9[20 µM]	-24	4	5	14
CCOC(=O)c1cc2sccc2n1CC(=O)Nc1ccc(OC)cc1	-9	4	0	-8	-21[20 µM]	-3	-6	3	-12
CC(=O)C1=C(C)NC(=O)CC1c1ccc(F)cc1 (stereo not given)	12	2	10	-2	-20	-4	-13	4	-20
CCc1sc(NC(C)=O)nc1-c1ccccc1	-5	1	6	2	-16	0	-3	2	14
O=C(C1CCCCN1S(=O)(=O)c1ccccc1)N1CCN(C(c2ccccc2)c2ccccc2)CC1 (stereo not given)	-38	1	4	1	-13[20 µM]	-4	0	0	11
CC(Cc1c[nH]c2ccccc12)NC(=O)C1CCCNC1=O (stereo not given)	1	-4	7	4	0	-4	1	-1	28
COC(=O)Cn1ncc(N2C3CC(CC(C)(C)C3)C2C)c(Cl)c1=O (stereo not given)	-5	0	8	0	-2	16	-5	6	21
CCOC(=O)N1CCC(NC(=O)CCN2C(=O)COc3ccccc32)CC1	-2	-3	6	3	5[20 µM]	3	0	8	0
CC(C)C1Cc2c(sc3c2c(=O)n(-c2ccccc2)c2n[nH]c(=S)n32)CO1 (stereo not given)	-9	0	8	1	-18	-5	-12	-1	4
CCCc1nnc(SCc2ccc(OCC)cc2)n1N	2	-3	.	5	-16	2	-9	1	26
COc1ccc2[nH]c(=O)c(C(c3nnnn3CC3CCCO3)N3CCc4ccccc4C3)cc2c1 (stereo not given)	.	-1	6	5	-26	-11	1	-1	7
COc1ccc(/C=N/NC(=O)Cn2cnc3ccccc3c2=O)cc1	-8	2	8	8	-15	21	-6	5	24
O=C(NCCOC(=O)c1cccs1)c1cccnc1	-7	-3	13	2	-8	-1	-6	2	18
Cc1cc(NC(=O)C2C3C(=O)N(c4cccnc4)C(C(=O)NC(C)(C)C)C34C=CC2(C)O4)no1 (stereo not given)	-8	-1	13	4	-28	6	-4	2	7
CC(=O)c1c(C)nc(C)nc1NC(=O)Cc1ccccc1	-2	-1	12	-3	-10[20 µM]	1	-3	8	21
CCOC(=O)C1=C(C)N=c2s/c(=C\c3ccc(OCC(=O)O)cc3)c(=O)n2C1c1ccc(OC(C)C)cc1 (stereo not given)	-38	-2	4	4	-8	9	-10	1	24
CCS(=O)(=O)N1CCN(C(=O)CCC2CCCC2)CC1	-6	0	6	2	-15[20 µM]	-2	1	8	13
NC(=O)COC(=O)c1ccc(Cl)c(S(=O)(=O)N(Cc2ccccc2)c2ccc(Cl)cc2)c1	-2	-2	8	1	-11	-4	-6	4	-2
COc1ccccc1CNC(=O)C1COc2ccccc2O1 (stereo not given)	4	-2	8	5	-20	2	-6	4	10
O=C(CSc1ccc(F)cc1)NC(=O)NCc1ccccc1	-13	-2	10	1	-29	5	-6	6	0
Cc1ccc(C(=O)c2cc3c(cc2N)OCCO3)cc1	-15	-1	8	4	-2	-9	-2	7	13
c1ccc2[nH]c(-c3nc4ccccc4[nH]3)nc2c1	-32	3	12	-22	-44	-25	-8	7	36
Cc1[nH]n(-c2ccccc2)c(=O)c1/C=N/NC(=O)c1ccoc1C	-4	-3	3	0	-14	-11	0	4	30
Cc1ccc(N2C(=O)C3ON(c4ccccc4)C(c4ccncc4)C3C2=O)cc1 (stereo not given)	-1	-1	4	-2	-20	-4	-14	5	21

4 entries drawn at random from the list so far, as already listed:
SMILES	NCF1 inh	Ba/F3 V617F tox	PGE2 EP2 inh	p97 inhibitor	Furin inh	Tb hexokinase	RBBP9 inh	BaF3 parental	PPC-1+TRAIL kill
c1ccc2[nH]c(-c3nc4ccccc4[nH]3)nc2c1	-32	3	12	-22	-44	-25	-8	7	36
CCS(=O)(=O)N1CCN(C(=O)CCC2CCCC2)CC1	-6	0	6	2	-15[20 µM]	-2	1	8	13
Cc1ccc(N2C(=O)C3ON(c4ccccc4)C(c4ccncc4)C3C2=O)cc1 (stereo not given)	-1	-1	4	-2	-20	-4	-14	5	21
Cc1[nH]n(-c2ccccc2)c(=O)c1/C=N/NC(=O)c1ccoc1C	-4	-3	3	0	-14	-11	0	4	30

3 successive compounds from above, for reference:
SMILES	NCF1 inh	Ba/F3 V617F tox	PGE2 EP2 inh	p97 inhibitor	Furin inh	Tb hexokinase	RBBP9 inh	BaF3 parental	PPC-1+TRAIL kill
O=C(/C=C\c1cccs1)N1CCN(Cc2ccc3c(c2)OCO3)CC1	-9	0	11	-2	-22	-13	-5	5	11
CN1/C(=C/C2CC(=O)N(c3ccc([N+](=O)[O-])cc3)C2=O)C(C)(C)c2ccccc21 (stereo not given)	-33	2	2	-1	-9[20 µM]	-24	4	5	14
CCOC(=O)c1cc2sccc2n1CC(=O)Nc1ccc(OC)cc1	-9	4	0	-8	-21[20 µM]	-3	-6	3	-12

Gathered by group: the entries above with a nitro group on carbon (2)
SMILES	NCF1 inh	Ba/F3 V617F tox	PGE2 EP2 inh	p97 inhibitor	Furin inh	Tb hexokinase	RBBP9 inh	BaF3 parental	PPC-1+TRAIL kill
O=[N+]([O-])c1ccc(N2CCOCC2)cc1O	-8	2	9	0	7	-16	-7	-2	17
CN1/C(=C/C2CC(=O)N(c3ccc([N+](=O)[O-])cc3)C2=O)C(C)(C)c2ccccc21 (stereo not given)	-33	2	2	-1	-9[20 µM]	-24	4	5	14

(more compounds)
SMILES	NCF1 inh	Ba/F3 V617F tox	PGE2 EP2 inh	p97 inhibitor	Furin inh	Tb hexokinase	RBBP9 inh	BaF3 parental	PPC-1+TRAIL kill
CCCn1c(SCC(=O)Nc2ccccc2CC)nnc1C(C)C	-4	6	10	-7	-2	65*	-9	5	12
Cc1cc(C)cc(N(CC(=O)Nc2ccccc2-c2ccccc2)S(=O)(=O)c2ccccc2)c1	-8	2	5	-8	-24	-1	-7	6	13
Cc1ccc(-c2cc(C(=O)n3cnc4ccccc43)c3ccccc3n2)cc1C	-11	2	29	-7	-14[20 µM]	-16	-8	3	48
O=c1c2ccccc2oc2nc3ccn(Cc4ccncc4)c(=O)c3cc12	-47	-2	9	0	-25[20 µM]	-6	-6	0	21
C/C=C/COc1nc2c(c(=O)n(C)c(=O)n2C)n1C	-9	-1	21	4	-17[20 µM]	-7	-12	0	-6
O=C(c1ccc(S(=O)(=O)N2CCCCC2)cc1)N1CCN(c2ccccc2F)CC1	-20	1	5	3	-23	3	4	3	11
O=C(c1ccc(F)cc1)C1CCN(C(=O)NC2CCCCC2)CC1	-5	7	10	-3	3[20 µM]	3	0	5	34
Cn1nc(C(F)(F)F)c(-c2cccc(C(F)(F)F)c2)c1NC(=O)c1ccco1	0	-3	5	5	-11	-8	2	-4	16
COc1ccc(C2=NCCc3cc(OC)c(OC)cc32)cc1	1	6	10	-4	15	-14	-5	7	18
O=C(Nc1ccc(Cl)cn1)c1ccc2ccccc2n1	-10	0	8	-1	-13[20 µM]	-5	-6	-3	8

Some values from above:
CCCn1c(SCC(=O)Nc2ccccc2CC)nnc1C(C)C in PPC-1+TRAIL kill is listed with 12
O=C(Nc1ccc(Cl)cn1)c1ccc2ccccc2n1 in p97 inhibitor is listed with -1
O=C(c1ccc(S(=O)(=O)N2CCCCC2)cc1)N1CCN(c2ccccc2F)CC1 in Tb hexokinase is listed with 3
O=c1c2ccccc2oc2nc3ccn(Cc4ccncc4)c(=O)c3cc12 in Ba/F3 V617F tox is listed with -2
